# eIF4E 4G PPI = eIF4E–eIF4G protein interaction inhibitors, primary screen, biochemical, uHTS, TR-FRET, eIF4GI fragment; 220,000 compounds, 0.37% hits; AID 782, 2007; TR-FRET eIF4E-eIF4GI(517-606) binding, 2 h; inhibition, % at 21.7 µM;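 active = inhibition above about 30%, limit read from the data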;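 note: 0% = full FRET control wells and 100% = background wells lacking eIF4GI fragment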
# NPY2 pot ag = NPY-Y2 potentiators or agonists, primary screen, cell-based; Neuropeptide Y receptor type 2 (Homo sapiens), P49146; cells expressing NPY-Y2, potentiator/agonist read-out; activation, % at 3.6 µM; 220,000 compounds, 0.45% hits; AID 1359, 2008; in the data active = activation above about 27%;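 note: cells stimulated with NPY near EC25 plus isoproterenol at EC100; 0% = vehicle plus submaximal agonist and 100% = vehicle plus saturating agonist; some results beyond the cut were filed as inactive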
# MDM2 E3 inh = MDM2-luciferase reporter signal enhancers, primary screen, MDM2 E3 ligase inhibitor project, cell-based, luminescence, 1536-well; AID 1230, 2008; signal enhancement, % at 5 µM; cell-based MDM2 ubiquitination luciferase reporter, 2 h; 0 = plate control, 100 = twice control, blank-subtracted; 210,000 compounds, 0.11% hits;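 active = signal enhancement of 30% or more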;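 note: luminescence tracks abundance of the self-degrading MDM2-luciferase fusion protein; higher signal means inhibition of MDM2 E3 ligase activity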
# Target sequence (Q00987 whole entry, looked up, the tested form may be a part): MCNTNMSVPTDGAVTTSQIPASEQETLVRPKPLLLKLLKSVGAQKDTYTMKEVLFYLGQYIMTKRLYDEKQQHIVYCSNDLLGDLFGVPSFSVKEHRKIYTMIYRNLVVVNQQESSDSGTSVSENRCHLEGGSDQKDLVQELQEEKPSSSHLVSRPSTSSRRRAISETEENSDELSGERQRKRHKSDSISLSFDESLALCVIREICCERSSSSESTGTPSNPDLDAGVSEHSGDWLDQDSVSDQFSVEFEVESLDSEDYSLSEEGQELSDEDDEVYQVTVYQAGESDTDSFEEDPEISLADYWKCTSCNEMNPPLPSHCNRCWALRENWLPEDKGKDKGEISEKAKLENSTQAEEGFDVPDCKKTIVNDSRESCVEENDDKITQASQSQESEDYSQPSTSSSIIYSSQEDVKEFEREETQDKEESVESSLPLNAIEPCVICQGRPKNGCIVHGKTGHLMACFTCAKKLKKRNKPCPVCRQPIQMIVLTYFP
#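 Buffer or medium: Cells held in DMEM | Assay system: Stable mammalian line carrying autodegrading MDM2–luciferase fusion reporter | Quantity: 2000 cells/well | Times: 4 h settle plus 2 h compound, 37 °C | Doses: One concentration, 5 µM, with 0.2% DMSO | Technique: Luminescence with SteadyLite reagent, 15 min at room temperature | Benchmarks: Plate controls and plate blanks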
# Wee1 degr inh = Wee1 degradation inhibitors, primary screen, cell-based, HeLa, Wee1K328M-luciferase, luminescence; HeLa Luc-Wee1K328M stability; 100% = proteasome inhibitor MG132 effect; reporter increase, % at 5 µM; Wee1-like protein kinase (Homo sapiens), P30291; 220,000 compounds, 1.2% hits;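 active = activation above the mean of all tested compounds plus 3 SD, set per screening run, cut at about 8.8% in these data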;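 note: cells exposed to compound for 20 h before luminescence read; 0% = DMSO alone and 100% = MG132 at 30 µM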
# Ba/F3 V617F tox = reduced viability of JAK2V617F-dependent Ba/F3 cells, primary screen, JAK2V617F inhibitor project, cell-based, Ba/F3 EpoR-JAK2V617F, luminescence | 220,000 compounds, 1.1% hits | inhibition, % at 5.6 µM | ATP luminescence;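 active = inhibition above the campaign mean plus 3 SD over all tested compounds, cut at about 24% in these data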;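 note: cytokine-independent growth of Ba/F3 cells driven by EpoR plus mutant JAK2; 0% = DMSO-treated cells and 100% = JAK inhibitor I control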
# BaF3 tox = parental Ba/F3 cell viability inhibition, counter-screen for JAK2V617F inhibitor project, murine pro-B, CellTiter-Glo luminescence; CellTiter-Glo ATP luminescence; inhibition, % at 5.6 µM; 220,000 compounds, 1.1% hits;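 active = inhibition above a per-campaign cutoff, the mean inhibition of all tested compounds plus 3 SD, cut at about 27% in these data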;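 note: 0% = DMSO wells and 100% = JAK Inhibitor I control wells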
# PERK inh = block of dimerizer-induced PERK translation repression, primary screen, PERK inhibitor project, CHO PERK-DD cells, SEAP luminescence, HTS; CHO PERK-DD fusion, SEAP luminescence translation reporter; 220,000 compounds, 0.17% hits; inhibition, % at 5.6 µM; Eukaryotic translation initiation factor 2-alpha kinase 3 (Homo sapiens), Q9NZJ5; AID 1416, 2008;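 active = inhibition above the mean inhibition of all tested compounds plus 3 SD, set separately per screening campaign, cut at about 2.9% in these data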;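 note: PERK kinase domain activated by AP20187 dimerizer at 100 nM; 0% = DMSO with dimerizer and 100% = rapamycin at 8.4 µM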
# S1P4 ag = S1P4 receptor agonists, primary screen, cell-based; Sphingosine 1-phosphate receptor 4 (Homo sapiens), O95977; S1P4-expressing cell line, agonist reporter assay; activation, % at 4.98 µM; 220,000 compounds, 0.35% hits; in the data active = activation above about 11%;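 note: 0% = DMSO vehicle and 100% = reference agonist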
# Target sequence (O95977 whole entry, looked up): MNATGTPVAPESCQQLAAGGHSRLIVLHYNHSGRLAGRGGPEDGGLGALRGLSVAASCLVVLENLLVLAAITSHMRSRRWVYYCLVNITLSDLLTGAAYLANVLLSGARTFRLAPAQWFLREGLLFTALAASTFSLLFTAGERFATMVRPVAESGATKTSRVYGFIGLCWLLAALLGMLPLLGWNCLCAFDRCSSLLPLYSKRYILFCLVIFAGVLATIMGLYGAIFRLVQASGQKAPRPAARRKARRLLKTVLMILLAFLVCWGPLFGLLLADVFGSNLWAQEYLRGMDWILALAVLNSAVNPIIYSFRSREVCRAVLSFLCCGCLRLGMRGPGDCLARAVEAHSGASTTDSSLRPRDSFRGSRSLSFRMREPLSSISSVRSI
# S1P4 antagonist = S1P4 receptor antagonists, primary screen, cell-based. Sphingosine 1-phosphate receptor 4 (Homo sapiens), O95977. 220,000 compounds, 0.26% hits. inhibition, % at 4.98 µM. S1P4-expressing cells, antagonist mode, reporter read-out; in the data active = inhibition above about 29%;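 note: 0% = wells stimulated with agonist and 100% = vehicle wells without agonist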
# * = called active by the depositor; [ ] = dose if it differs, or a comment.
# Order of values – eIF4E 4G PPI	NPY2 pot ag	MDM2 E3 inh	Wee1 degr inh	Ba/F3 V617F tox	BaF3 tox	PERK inh	S1P4 ag	S1P4 antagonist
Cc1cc(C)nc(NS(=O)(=O)c2ccc(NC(=O)c3ccc(S(=O)(=O)N4CC(C)OC(C)C4)cc3)cc2)n1 (centres undefined)
 : -5.3[fluorescence artefact?]	11.8	-8.3	-0.3	-4.8	2.9	0.9	0.3	-13.2
CCOC(=O)C1=C(N)N(c2ccc(N3CCCCC3)cc2)C(=O)C1
 : -19.3	-4.1	-21.2	-1.3	1.7	5.2	0.2	1.0	-7.5
CCOC(=O)N1CCN(C(=O)CSc2cc(C)nc3c(-c4ccccc4OC)c(C)nn23)CC1
 : -0.4	-34.3	2.2	-1.7	-0.5	6.0	-0.6	0.5	-15.4
Cc1c(S(=O)(=O)N2CCCC(C(=O)O)C2)cnn1C (centres undefined)
 : 0.9	-9.9	-2.9	1.8	4.0	8.6	0.3	0.0	-21.4
COc1ccc(NC(=O)c2ccc(COCC(F)(F)F)cc2)cc1OC
 : -3.7	-1.2	-6.4	3.6	-2.7	1.8	-0.5	-1.6	-20.7
COCCCNC(=O)CC1Oc2ccccc2NC1=O (centres undefined)
 : 3.8[fluorescence artefact?]	4.4	14.3	0.2	-2.6	1.9	1.0	1.5	-0.6
CCOC(=O)C(NC(C)=O)C(=O)Nc1ccc(C(C)C)cc1 (centres undefined)
 : 2.4	-8.3	-9.3	-2.2	2.8	19.9	0.5	0.8	-3.3
CN(C)Cc1c(-c2ccc(Cl)cc2)nc2ccccn12
 : -8.0	-6.1	-21.6	5.7	4.7	9.4	0.1	-0.3	-10.8
CCCN1C(=O)c2ccccc2NC1c1cc(OC)c(OC)c(OC)c1 (centres undefined)
 : 0.7	6.0	1.1	6.4	0.5	4.6	-0.1	3.8	-22.7
Cc1ccccc1Oc1nc2ccccn2c(=O)c1/C=C(\C#N)C(=O)Nc1c(C)n(C)n(-c2ccccc2)c1=O
 : 3.6	-2.2	-16.3	-2.7	-0.7	6.7	1.5	2.8	-18.2
O=C(Nc1nc(-c2ccc3c(c2)OCO3)cs1)C1COc2ccccc2O1 (centres undefined)
 : 6.8	-13.0	-4.5	1.5	1.2	7.8	1.3	-0.2	6.0
C#CCNc1cc(-c2ccccc2)nc2ncnn12
 : 1.7	-1.4	-6.0	-0.2	-1.9	-0.3	1.5	0.9	-11.7
COc1ccc(C(=O)N2CCC(C(=O)NCc3ccccn3)CC2)cc1
 : 1.7	-1.5	3.0	-0.1	-6.3	4.3	0.1	0.8	3.8
Cc1sc(N)nc1C12CC3CC(CC(C3)C1)C2
 : 0.0	35.3*	-2.1	-4.7	-1.2	7.5	0.1	4.9	-5.7
COc1ccc2c(c1)C1(Nc3ccccc3C(=O)N1c1ccccc1)C(=O)N2 (centres undefined)
 : -7.3	2.0	-2.1	1.2	0.1	1.7	1.0	0.4	-6.6
Cc1nn(C)c(C(=O)Nc2ccc(Cl)c([N+](=O)[O-])c2)c1Cl
 : 20.1[fluorescence artefact?]	-5.7	-5.8	-2.3	-2.4	1.3	0.2	0.8	-15.3
COc1ccc(C(=O)O/N=C2\CCCc3nonc32)cc1
 : 12.8	-11.4	3.8	0.7	2.7	5.4	1.1	0.9	-3.5
Cc1ccc(Cn2c(=N)n(CC(O)COc3ccccc3)c3ccccc32)cc1 (centres undefined)
 : -1.8	-24.7	-17.2	-1.6	11.0	16.6	-3.2	-0.1	4.5
Cc1cc(C)c2oc(C(=O)Nc3nnc(C(C)C)s3)cc(=O)c2c1
 : 3.3	-14.6	-5.7	4.8	-2.1	3.3	1.0	-3.1	-10.6
C=CCN(c1cccc(C(F)(F)F)c1)S(=O)(=O)c1cccc(C(=O)OCC(=O)NC)c1
 : 2.1	6.8	-18.9	4.5	5.9	3.1	-0.3	1.7	-20.2
CCOC(=O)c1c(-c2ccccc2)nc2ccc(C)cn12
 : 11.0	-15.4	-27.1	3.8	6.4	5.7	-0.3	0.5	-10.1
COc1ccc2c(C)nc(Nc3nc(C)c(C)c(=O)[nH]3)nc2c1
 : 2.7	-1.2	-25.5	2.1	0.3	5.2	1.3	-7.2	-0.5
COc1ccc(Br)cc1CNC(=O)CCNC(=O)Cn1ccc2ccccc2c1=O
 : 0.5	9.7	-0.3	4.2	-1.7	-3.1	0.2	0.6	3.4
COc1ccc(/C=N/NC(C)(C)C)c(OC)c1
 : -7.2	0.0	-10.4	-0.4	-2.3	-0.2	0.0	1.9	-15.4
COc1cc(CNC(=O)c2ccc(Cn3nc(C)c(Cl)c3C)o2)cc(OC)c1
 : 10.3	12.2	-8.2	-1.5	-1.7	5.0	-0.1	0.3	-20.6
CCCOc1ccc(/C(O)=C2\C(=O)C(=O)N(CCCOC)C23C(=O)N(C)c2ccccc23)cc1 (centres undefined)
 : 14.3	-1.6	-24.8	1.5	2.1	6.0	0.2	0.3	-6.2
Cc1oc(CC(C)C)cc1C(N)=O
 : -1.1	-9.7	-3.8	-3.8	2.4	9.3	0.1	1.5	-1.9
O=C(O)CSCc1nc2ccccc2s1
 : 3.9[fluorescence artefact?]	2.1	-9.1	0.6	-4.3	-1.3	-1.2	-0.7	3.6
O=C(CNC(=O)c1ccncc1)N/N=C/c1cc(Br)ccc1O
 : -2.1	20.0	-3.7	-0.5	-0.1	11.4	0.5	0.5	-4.5
OCC1(Cc2ccccc2)CCN(C2CCN(c3ccc(F)c(F)c3)CC2)CC1
 : 0.0	-7.2	14.2	0.1	2.5	2.5	0.1	-0.3	6.9
CC(C)NC(=O)C1CCCN(S(C)(=O)=O)C1 (centres undefined)
 : -9.3	-0.8	-4.4	1.4	-2.9	1.8	1.3	0.8	-9.9
CSC1=NC2(CC(c3ccccc3)Oc3cc(O)ccc32)CC(C)(C)N1 (centres undefined)
 : 3.5[fluorescence artefact?]	-33.8	-0.4	0.6	0.8	2.1	-1.6	1.2	-3.6
COCCNC(=O)/C(C#N)=C/c1ccc(OCc2ccc(F)cc2)cc1
 : -0.9	4.5	-7.9	1.7	3.1	9.8	0.3	1.1	-12.6
CCOC(=O)c1cnc2ccc(OCC)cc2c1NCCN1CCOCC1
 : 1.0	-24.5	2.0	0.5	1.1	10.6	-0.4	1.2	-13.7
O=S1(=O)C=C(Oc2ccc3ccccc3c2)c2ccccc21
 : 7.4	-9.7	2.8	6.6	3.2	2.4	-0.2	-1.7	-9.1
CCOC(=O)C1CCN(C(=O)CSc2nnc(-c3ccco3)n2-c2ccccc2)CC1
 : 0.3	-10.6	-23.9	3.7	-0.3	-0.1	-0.8	0.0	-4.6
O=S(=O)(Nc1cccc(S(=O)(=O)N2CCOCC2)c1)c1ccc(Cl)s1
 : 4.1	12.7	-6.5	-1.2	-0.7	-0.2	0.8	2.0	-16.4
CCOC(=O)C1=C(CSc2nc3c(cc2C#N)CN(C)CC3)OC(N)=C(C#N)C1c1ccc(F)cc1 (centres undefined)
 : -6.0	-9.7	-11.1	-1.6	-1.2	0.4	0.1	0.1	-5.6
Cc1cc(SCC(=O)c2ccccc2)n2nc(C)nc2n1
 : 2.2	7.2	-9.4	5.5	0.1	8.0	1.0	-0.6	-6.0
CC1CCN(S(=O)(=O)c2cccc(C(=O)NCc3ccco3)c2)CC1
 : 4.4	-3.2	5.7	-1.7	-3.3	0.1	-0.4	2.2	-16.7

# Taken from above:
# COc1ccc(Br)cc1CNC(=O)CCNC(=O)Cn1ccc2ccccc2c1=O in Ba/F3 V617F tox shows -1.7
# CC(C)NC(=O)C1CCCN(S(C)(=O)=O)C1 (centres undefined) in Wee1 degr inh shows 1.4
# OCC1(Cc2ccccc2)CCN(C2CCN(c3ccc(F)c(F)c3)CC2)CC1 in PERK inh shows 0.1
# COCCNC(=O)/C(C#N)=C/c1ccc(OCc2ccc(F)cc2)cc1 in Wee1 degr inh shows 1.7
# CCOC(=O)C1CCN(C(=O)CSc2nnc(-c3ccco3)n2-c2ccccc2)CC1 in Ba/F3 V617F tox shows -0.3
# Cc1oc(CC(C)C)cc1C(N)=O in NPY2 pot ag shows -9.7
# Cc1cc(SCC(=O)c2ccccc2)n2nc(C)nc2n1 in eIF4E 4G PPI shows 2.2

# Of the compounds above, 2 have a COOH group.
# Order of values – eIF4E 4G PPI	NPY2 pot ag	MDM2 E3 inh	Wee1 degr inh	Ba/F3 V617F tox	BaF3 tox	PERK inh	S1P4 ag	S1P4 antagonist
Cc1c(S(=O)(=O)N2CCCC(C(=O)O)C2)cnn1C (centres undefined)
 : 0.9	-9.9	-2.9	1.8	4.0	8.6	0.3	0.0	-21.4
O=C(O)CSCc1nc2ccccc2s1
 : 3.9[fluorescence artefact?]	2.1	-9.1	0.6	-4.3	-1.3	-1.2	-0.7	3.6

# Continuation.
# Order of values – eIF4E 4G PPI	NPY2 pot ag	MDM2 E3 inh	Wee1 degr inh	Ba/F3 V617F tox	BaF3 tox	PERK inh	S1P4 ag	S1P4 antagonist
COc1ccc(C2=CC(=O)CC(c3ccccc3)C2)cc1 (centres undefined)
 : 2.6	-4.0	-23.0	-2.8	-0.4	10.4	1.3	1.4	-6.4
O=S(=O)(NCC1CCCO1)c1ccc(Br)s1 (centres undefined)
 : -2.1	-3.3	0.0	0.5	-0.8	1.6	0.2	0.1	-4.0
CC(C)CC(NC(=O)c1ccc(C#CC(C)(C)O)s1)C(=O)O (centres undefined)
 : 0.9	4.2	-9.9	-4.9	-0.4	6.6	0.2	4.5	-5.8
CC(NS(=O)(=O)/C=C/c1ccccc1)C(=O)O (centres undefined)
 : 2.5	-15.7	-2.2	0.5	-3.5	-0.2	0.1	-0.3	-1.7

# An unsorted share of the library; about 4.1% have a hit in one of these screens.
